TCR activator: Activators of T cell receptors: qHTS campaign; primary human leukocytes, anti-CD3, IL-2 HTRF, 48 h; Potency, µM (top dose mostly 9.22 µM), for inactives: at the top dose activation of IL-2 secretion, actives largely listed as activators; 330,000 tested, under 10 active; AID 504894, 2011; note: % of control where 0% means no effect
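IL-2 release read by HTRF sandwich (Eu cryptate donor, d2 acceptor, 665 nm emission) after 48 hr exposure of primary human leukocytes to compound together with anti-CD3 beads in the absence of co-stimulatory signals.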
ASM inhibitor: Inhibitors of Secretory Acid Sphingomyelinase (S-ASM): qHTS; AID 504937, 2011; Sphingomyelin phosphodiesterase (Homo sapiens), P17405; Potency, µM (titrated, usually from 57.5 µM), without a hit: top-dose activity change, negative = inhibition, hits mostly inhibitors; hit rate 0.006% among 340,000; placental ASM, HMU-PC fluorogenic substrate, 60 min; note: potency is the fitted concentration of half-maximal effect
Target sequence (P17405 47-631 limits assumed): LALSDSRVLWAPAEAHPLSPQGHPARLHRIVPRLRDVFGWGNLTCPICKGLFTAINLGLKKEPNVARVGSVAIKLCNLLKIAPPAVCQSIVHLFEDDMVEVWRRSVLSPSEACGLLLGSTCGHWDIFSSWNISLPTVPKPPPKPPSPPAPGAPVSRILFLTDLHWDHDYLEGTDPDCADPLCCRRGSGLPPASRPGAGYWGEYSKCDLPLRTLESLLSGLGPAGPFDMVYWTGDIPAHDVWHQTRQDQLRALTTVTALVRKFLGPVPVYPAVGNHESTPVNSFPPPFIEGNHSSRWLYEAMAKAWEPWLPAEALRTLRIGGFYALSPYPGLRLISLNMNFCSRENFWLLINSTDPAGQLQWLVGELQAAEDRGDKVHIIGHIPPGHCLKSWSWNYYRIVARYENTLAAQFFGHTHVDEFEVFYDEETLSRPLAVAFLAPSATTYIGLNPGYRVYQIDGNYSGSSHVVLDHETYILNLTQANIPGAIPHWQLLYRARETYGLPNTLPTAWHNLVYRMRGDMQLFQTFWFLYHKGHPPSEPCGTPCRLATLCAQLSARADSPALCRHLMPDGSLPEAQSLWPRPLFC
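Fluorogenic HMU-PC substrate (9 uM final) is turned over by placental ASM in 60 min at 37 C after a 10 min compound preincubation. Reaction ended by alkaline stop (pH 10), with fluorescence read at 386/447 nm.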
a7 integrin act: qHTS for Activators of Integrin-Mediated Alleviation for Muscular Dystrophy; alpha7betagal myoblasts, beta-gal FDG fluorescence, 48 h; Potency, µM (titrated, usually from 38.3 µM), inactives show top-dose activation, hits mostly activators; hit rate 0.064% among 350,000; AID 624291, 2012;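 note: potency is the fitted concentration of half-maximal effect; 100% = response of the positive control SU9516; nearly all actives have a fitted effect of over 60% in size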
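Alpha7betagal+/- myoblasts (passage 13) were plated 16-24 hr, then exposed to compounds (1:260 dilution of DMSO stock) for 48 hours at 37C. After MPER lysis, β-galactosidase reporter activity was read as FDG fluorescence (ex 480/em 540) after 30 minutes.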
BCR signal inh: qHTS Assay to Find Inhibitors of Chronic Active B-Cell Receptor Signaling. ABC-DLBCL IkBa-CBG/CBR reporter, luminescence ratio, 4 h. Potency, µM (top dose mostly 46.1 µM), for inactives: at the highest dose ratio change, negative = lower green/red ratio, hits mostly inhibitors. AID 493014, 2011. hit rate 0.05% among 340,000; active = well fitted inhibition curve with a large enough effect in the signal ratio, with a control signal flat, not every such curve was filed as active; inconclusive = small, poorly fitted or top-dose-only effect, or effect the other way, or a change in a side signal; the % refers to the signal ratio;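 note: potency is the fitted concentration of half-maximal effect; plate controls were basal doxycycline-induced cells for no effect and cells given 10 µM MG132 for full effect; MG132 reads +100%, hits lower the ratio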
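Doxycycline induced both beetle luciferases in TMD8 lymphoma cells; IKK-driven degradation limits the IkappaBalpha-fused green signal, while red luminescence normalises for cell number and nonspecific effects. Compounds tested up to 46 uM, 4 hrs.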
Tb PFK block: qHTS Assay to Find Inhibitors of T. brucei phosphofructokinase | T. brucei PFK, ADP-Glo luminescence | hit rate 0.17% among 330,000 | ATP-dependent 6-phosphofructokinase (Trypanosoma brucei brucei), O15648 | Potency, µM (doses to about 57.5 µM), for inactives: at the top dose activity, negative = inhibition, most hits filed as inhibitors;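 note: potency is the fitted concentration of half-maximal effect; 0% = uninhibited 1x PFK enzyme wells and -100% = no-enzyme wells; nearly all actives have a fitted effect of over 60% in size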
Target sequence (O15648 whole entry, looked up): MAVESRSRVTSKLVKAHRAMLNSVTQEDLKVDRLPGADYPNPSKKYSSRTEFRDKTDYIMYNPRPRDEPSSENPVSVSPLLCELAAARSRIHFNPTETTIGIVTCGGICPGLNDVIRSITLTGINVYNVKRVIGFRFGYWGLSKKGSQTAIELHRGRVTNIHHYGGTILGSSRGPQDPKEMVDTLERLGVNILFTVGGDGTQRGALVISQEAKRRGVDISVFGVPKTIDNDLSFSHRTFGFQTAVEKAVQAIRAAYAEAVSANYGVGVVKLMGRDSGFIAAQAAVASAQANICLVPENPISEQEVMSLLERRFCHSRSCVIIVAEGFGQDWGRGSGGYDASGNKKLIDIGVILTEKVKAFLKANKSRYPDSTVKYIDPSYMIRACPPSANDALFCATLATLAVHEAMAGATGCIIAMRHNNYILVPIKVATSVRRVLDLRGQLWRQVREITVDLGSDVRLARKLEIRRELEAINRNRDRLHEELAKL
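ADP-Glo luminescence quantified ADP after 45 min at room temperature, with 1.25 nM T. brucei PFK, 0.1 mM ATP and 0.5 mM fructose-6-phosphate in pH 8.0 TEA buffer. qHTS titrations up to 57 µM; curves classified by quality.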
Eya2 phos inh: qHTS Assay for Inhibitors of the Phosphatase Activity of Eya2 | recombinant Eya2, OMFP fluorescence dephosphorylation (OMFP is methylfluorescein phosphate) | Potency, µM (doses to about 76.9 µM), without a hit: top-dose activity, negative = inhibition, usual class: inhibitors | hit rate 0.006% among 330,000 | AID 488837, 2010; note: potency is the fitted concentration of half-maximal effect; % is set by controls: 0 for no effect and ±100 for the full control effect
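Eya2 protein (added as 0.2 uM solution) was preincubated with compound for 10 min at ambient temperature in 50 mM HEPES pH 7.5, 50 mM NaCl, 5 uM MgCl2, 0.05% BSA, 1 mM DTT. OMFP (added at 50 uM) then reacted 10 min; fluorescence read at 485/525 nm.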
TSHR antag: Antagonists of the Thyroid Stimulating Hormone Receptor: HTS campaign. Thyrotropin receptor (Homo sapiens), P16473. TSHR-expressing cells, TSH-stimulated cAMP HTRF, 2 h; active compounds read low. activity change, negative = inhibition, % at 11.5 µM. hit rate 0.2% among 330,000. AID 504810, 2011;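 active = activity change below a set negative limit, meaning inhibition stronger than a set level, cut at about -70% in these data; inconclusive = activity change between two set negative limits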; note: % is set by controls: 0 for no effect and ±100 for the full control effect
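Competitive HTRF cAMP read-out (cryptate anti-cAMP antibody, cAMP-d2; 30 min, room temperature) in freshly harvested TSHR cells. Compounds added before TSH at EC80 (4nM final), followed by 2 hours' incubation at 37 deg C.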
Mito fusion act: qHTS Assay for Small Molecule Inhibitors of Mitochondrial Division or Activators of Mitochondrial Fusion; Potency, µM (doses to about 46.1 µM), without a hit: at the highest dose growth rescue (activation), usual class: activators; S. cerevisiae fusion-defective mutant growth rescue, CellTiterGlo 48 h; hit rate 0.23% among 320,000;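 note: potency is the fitted concentration of half-maximal effect; % of control where 0% means no effect; nearly all actives have a fitted effect of over 45% in size; temperature-sensitive fusion mutants such as fzo1-1 at 37 °C on non-fermentable ethanol glycerol medium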
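Growth-rescue viability read-out: after 48 h at the non-permissive 37C in glycerol/ethanol YPEG, yeast mitochondrial fusion mutants are measured by CellTiterGlo luminescence; compounds (23 nl pinned per well) restoring growth score as division inhibitors or fusion activators.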
PTAP TSG101 blk: qHTS Assay for Iinhibitors of HIV-1 Budding by Blocking the Interaction of PTAP/TSG101 | Tumor susceptibility gene 101 protein (Homo sapiens), Q99816 | Fluorescence polarization, FITC-PTAP peptide / Tsg101 binding | Potency, µM (doses to about 115 µM), for the others: at the highest dose activity change, negative = inhibition, most hits filed as inhibitors | 340,000 tested, under 10 active | AID 493005, 2010; active = well fitted inhibition curve with a large enough effect in the main read-out, with a control signal flat, not every such curve was filed as active; inconclusive = small, poorly fitted or top-dose-only effect, or effect the other way, or a change in a side signal; inactive = no such curve, though single readings can be large or run the other way; note: potency is the fitted concentration of half-maximal effect; % of control where 0% means no effect
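Tsg101 binding domain (10 uM final) was mixed with compound and a FITC-labeled PTAP peptide (50 nM final) in HEPES pH 7.5 buffer with NaCl, Tween 20, EDTA and TCEP; fluorescence polarization was read after 20 min at r.t.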
A-T KAP1 phos: qHTS Assay for Identifying a Potential Treatment of Ataxia-Telangiectasia | AID 485349, 2010 | hit rate 0.19% among 320,000 | […] A-T fibroblasts, KAP-1 phosphorylation AlphaLISA; neocarzinostatin DNA damage 30 min before lysis | Potency, µM (titrated, usually from 57.5 µM), for the others: top-dose activation, hits mostly activators; note: potency is the fitted concentration of half-maximal effect; % of control where 0% means no effect; nearly all actives have a fitted effect of over 45% in size
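hTERT-immortalized A-T patient fibroblasts ([…]), 500 cells/well in OPTI-MEM, 1% FBS, got compounds for 60 min, then NCS for 30 min at 37C. Lysates were then assayed for phospho-KAP-1 by AlphaLISA (anti-pKAP1 donor, anti-KAP1 acceptor beads), 6 hr at 25C.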
ELG1 DNA repair: qHTS screen for small molecules that inhibit ELG1-dependent DNA repair in human embryonic kidney (HEK293T) cells expressing luciferase-tagged ELG1; HEK293T ELG1-luciferase reporter, luminescence, 16 h; DNA damage induced by 5-fluorouridine; Potency, µM (doses to about 46.1 µM), without a hit: at the top dose activity change, negative = inhibition, most hits filed as inhibitors; hit rate 2.3% among 330,000; AID 504467, 2011; note: potency is the fitted concentration of half-maximal effect; % is set by controls: 0 for no effect and ±100 for the full control effect; nearly all actives have a fitted effect of over 55% in size
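Reporter activity after DNA damage by 5-fluorouridine is monitored. Compound-treated cells incubate 16 hr at 37 °C, then ONE-Glo is added for 30 min before luminescence reading.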
* marks the source's active call; other numbers are inactive results; ? = inconclusive; . = not tested or not shown; [ ] = dose if it differs, or a comment. Unless noted, calls come from the whole dose curve; as a rule, active = well fitted curve in the direction sought with a large enough effect; inconclusive = small, poorly fitted or top-dose-only effect, or another doubt; inactive = no such curve, though single readings can be large; an effect the other way counts as inactive or inconclusive.

#	mol	TCR activator	ASM inhibitor	a7 integrin act	BCR signal inh	Tb PFK block	Eya2 phos inh
1	CC1(OC(=O)C2CCCC2)C(=O)C=C2C=C(c3ccsc3)N(Cc3ccccc3)C=C2C1=O (stereo not given)	-1%	9%	22%	?	1%	7%
2	CC1=C(C(=O)OCc2ccccc2)C(c2cccc(Br)c2)NC(=O)N1 (stereo not given)	-3%	-2%	-2%	0%	5%	3%
3	Cc1csc(N(C)C(=O)CSc2nnc(COc3cccc4ccccc34)o2)n1	3%	-20%	-6%	?	14%	-1%
4	CCOc1ccccc1-n1c(COc2ccccc2)nnc1SCC(N)=O	.	2%	-20%[7.66 µM]	5%	-6%	18%
5	CCc1ccc(NC(=O)C2=CC(c3ccc(OC)cc3)=NS(=O)(=O)N2C)cc1	7%	-20%	-1%	-1%	4%	-9%
6	CC(Nc1nc2ccccc2n2cnnc12)c1ccccc1 (stereo not given)	2%	-6%	-1%	?	4%	-3%
7	COc1ccc(S(=O)(=O)N2CCCCC2)cc1NC(=O)c1ccccc1	1%	-5%	-22%	-4%	0%	21%
8	O=C(c1ccc(Cl)c([N+](=O)[O-])c1)N(Cc1ccco1)C1CCS(=O)(=O)C1 (stereo not given)	-2%	0%	-26%	-1%	0%	3%
9	Cc1cc(C(F)(F)F)nc(Nc2nc(C)c3ccccc3n2)n1	4%	0%	12%	1%	-5%	3%
10	Cc1ccc(C(=O)NCC(=O)N2CCCN(C)CC2)cc1C	1%	0%	-13%	0%	14%	-19%
11	CCOC(=O)N1CCC(c2cc(=O)n3[nH]c(C)c(-c4ccc(F)cc4)c3n2)CC1	0%	10%	-13%	0%	-6%	-9%
12	COc1cc(NS(C)(=O)=O)cc(OC)c1OC	-3%	-1%	-1%	1%	10%	-5%

#	TSHR antag	Mito fusion act	PTAP TSG101 blk	A-T KAP1 phos	ELG1 DNA repair
1	-6	?	-1%	-16%	1%
2	-10	2%	0%	-5%	-31%
3	-4	14%	-4%	2%	-27%
4	-2	0%	-6%	-2%	9%
5	-7	0%	-4%	1%	5%
6	0	6%	-3%	-4%	3%
7	20	-3%	-3%	1%	12%
8	4	-3%	1%	-8%	?
9	11	-10%	-2%	-2%	2%
10	.	.	0%	14%	6%
11	-14	-5%	0%	11%	-23%
12	8	3%	-4%	-3%	16%

Random excerpt: 2 compounds from above, in no set order.
#	mol	TCR activator	ASM inhibitor	a7 integrin act	BCR signal inh	Tb PFK block	Eya2 phos inh
7	COc1ccc(S(=O)(=O)N2CCCCC2)cc1NC(=O)c1ccccc1	1%	-5%	-22%	-4%	0%	21%
1	CC1(OC(=O)C2CCCC2)C(=O)C=C2C=C(c3ccsc3)N(Cc3ccccc3)C=C2C1=O (stereo not given)	-1%	9%	22%	?	1%	7%

#	TSHR antag	Mito fusion act	PTAP TSG101 blk	A-T KAP1 phos	ELG1 DNA repair
7	20	-3%	-3%	1%	12%
1	-6	?	-1%	-16%	1%

(list continues)
#	mol	TCR activator	ASM inhibitor	a7 integrin act	BCR signal inh	Tb PFK block	Eya2 phos inh
13	N#CC(=NCc1cccnc1)C1=C(O)c2ccccc2C1=O	4%	-3%	7%	?	-5%	-9%
14	Cc1ccc(NC(=O)C2CCN(c3cnccn3)CC2)cc1C	-5%	16%	-15%	-1%	-2%	-1%
15	COc1ccccc1CNC(=O)C/C(C)=N/NC(=O)COc1ccc(C)cc1Br	2%[46.1 µM]	5%	-13%	3%	-7%	4%
16	CCOC(=O)C1CCN(C(=O)c2cccc(S(=O)(=O)N3c4ccccc4CC3C)c2)CC1 (stereo not given)	2%	2%	0%	2%	3%	-10%
17	COc1cc(C2NC(=O)CCC2[N+](=O)[O-])cc(OC)c1OC (stereo not given)	-6%	2%	9%	3%	0%	-8%
18	O=C(NCCCc1ccccc1)C(=O)NCC1OCCN1S(=O)(=O)c1ccc(F)cc1 (stereo not given)	-1%	-1%	13%	-1%	-2%	4%
19	COC(=O)c1cn(C(=O)c2ccc(C)c(C)c2)c2ccccc12	-5%[46.1 µM]	-6%	31%	1%	-3%	0%
20	COC(=O)C(Cc1ccccc1)NC(=O)c1cc(=O)[nH]c2ccccc12 (stereo not given)	-20%	-6%	13%	1%	-3%	4%
21	CN(C)S(=O)(=O)c1ccc(C(=O)Nc2ccccc2OC(F)(F)C(F)F)cc1	3%	4%	17%	3%	-5%	4%
22	O=C(NCC(=O)N(c1ccc(Cl)cc1)C(C(=O)NC1CCCC1)c1ccncc1)c1ccco1 (stereo not given)	-6%	-4%	23%	-6%	0%	-2%
23	NCCOc1ccccc1OCCN	4%	0%	?	?	-2%	-2%
24	COc1cc(C2C(C#N)=C(N)N(N(C)C)C3=C2C(=O)CC(C)(C)C3)cc(OC)c1OC (stereo not given)	1%	2%	-8%	-4%	0%	-1%

#	TSHR antag	Mito fusion act	PTAP TSG101 blk	A-T KAP1 phos	ELG1 DNA repair
13	16	-2%	-1%	6%	0%
14	9	-2%	-5%	5%	6%
15	-5	-10%	0%	-1%	-26%
16	-11	-4%	-1%	-1%	19%
17	-8	-7%	-2%	1%	?
18	22	3%	2%	-4%	9%
19	-10	0%	2%	6%	-17%
20	5	24%	-2%	4%	15%
21	-5	4%	-5%	5%	-6%
22	1	1%	5%	-2%	3%
23	-6	5%	-2%	-5%	13%
24	-7	6%	0%	-4%	-2%

Later entries.
#	mol	TCR activator	ASM inhibitor	a7 integrin act	BCR signal inh	Tb PFK block	Eya2 phos inh
25	COc1cc(/C=N/NC(=O)c2cccc(S(=O)(=O)N3CCCC3)c2)ccc1O	-8%	-3%	25%	-7%	0%	-7%
26	Cc1cccc(N2CCN(C(=O)CC(NC(=O)c3ccccc3Cl)c3ccccc3)CC2)c1C (stereo not given)	0%[46.1 µM]	-7%	-12%	0%	-2%	-8%
27	COc1ccccc1N1CC(C(=O)Nc2ccc(S(=O)(=O)N3CCCC3)cc2)CC1=O (stereo not given)	-6%[46.1 µM]	17%	0%	-3%	-5%	-8%
28	CCCn1c(=N)n(CC(O)c2ccco2)c2ccccc21 (stereo not given)	4%	0%	2%	1%	-2%	26%
29	O=C(c1cc(S(=O)(=O)N2CCCCC2)ccc1F)N1CCCCC1	0%	1%	24%	5%	2%	2%
30	Cc1cc(O)cc2c1O[C@@](C)(CCC[C@@H](C)CCC[C@@H](C)CCCC(C)C)CC2	-2%	-11%	.	0%	-12%	-5%
31	COc1ccc(C(c2nnnn2C2CCCC2)N2CCN(c3ccccc3)CC2)cc1 (stereo not given)	-5%[46.1 µM]	-3%	-9%	9%	-2%	4%
32	CCN(CC(N)=O)S(=O)(=O)c1ccc(F)cc1	3%	0%	-11%	7%	2%	5%

#	TSHR antag	Mito fusion act	PTAP TSG101 blk	A-T KAP1 phos	ELG1 DNA repair
25	-12	-4%	-1%	1%	?
26	-25	?	0%	-2%	-18%
27	-8	.	-7%	0%	-8%
28	-10	0%	0%	5%	-4%
29	7	2%	-6%	1%	10%
30	-1	3%	3%	8%	10%
31	-7	?	-8%	0%	-30%
32	19	1%	-7%	5%	6%

Assay outcomes from PubChem.
